Screens (PubChem)
S1P3 antagonist: S1P3 (human) receptor antagonism; inhibition, % at 4.98 µM; CHO S1P3 NFAT-BLA reporter, FRET fluorescence, antagonist mode; AID 485; actives 0.27% (n = 170,000);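 active means inhibition above the plate cutoff, the mean inhibition of test wells on that plate plus 3 SD, cut at about 28% in these data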;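 further: cells challenged with S1P at its EC80 of 0.8 µM; blue over green emission ratio from cleaved BLA substrate after 4 h stimulation; 0% = S1P-stimulated wells and 100% = unstimulated DMSO-only wells; some compounds past the cut are filed as inactive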
Diaph inh CS: inhibits diaphorase or chemically oxidizes, flagging diaphorase assay artifacts. inhibition, % at 20 µM. actives 0.69% (n = 190,000). diaphorase resazurin-to-resorufin fluorescence, NADH, 16 min; bacterial (C. kluyveri) enzyme, not human. AID 1217;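 active means primary screen inhibition at 20 µM above a set limit, cut at about 50% in these data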;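 further: plate controls were DMSO with full reaction for no effect and wells lacking NADH for full effect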
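Test system: diaphorase enzyme from Clostridium kluyveri; amount: diaphorase at 0.14 U/mL in enzyme working solution; detection: fluorescence of resorufin formed from resazurin, Ex 544/Em 590 nm; times: reaction incubation of 16 min at room temperature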
PMI act: phosphomannose isomerase (human) activation; actives 0.005% (n = 190,000); purified human PMI, coupled resazurin fluorescence, 20 min; hits give high values; 1 = vehicle control, 0 substrate-free wells; AID 1214; P34949; activation factor at 20 µM;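 active means activation factor of 2 or more at 20 µM, relative to plate controls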
Target sequence (P34949 whole entry, looked up): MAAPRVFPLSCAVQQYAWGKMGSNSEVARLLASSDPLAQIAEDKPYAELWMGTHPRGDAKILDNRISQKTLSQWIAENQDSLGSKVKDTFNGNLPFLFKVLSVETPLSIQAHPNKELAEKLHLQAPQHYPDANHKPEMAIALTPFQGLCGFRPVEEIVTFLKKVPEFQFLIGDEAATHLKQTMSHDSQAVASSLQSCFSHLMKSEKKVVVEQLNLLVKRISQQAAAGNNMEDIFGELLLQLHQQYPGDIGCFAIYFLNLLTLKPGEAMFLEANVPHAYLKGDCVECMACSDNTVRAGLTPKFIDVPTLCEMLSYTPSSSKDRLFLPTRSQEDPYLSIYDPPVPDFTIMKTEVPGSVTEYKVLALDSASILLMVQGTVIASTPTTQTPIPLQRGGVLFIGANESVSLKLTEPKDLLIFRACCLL
PPARg SRC-1 ag: agonists of human PPARgamma SRC-1 coactivator recruitment | P37231 | PPARgamma-SRC-1 coactivator recruitment biochemical assay | activation, % at 8 µM | actives 0.41% (n = 200,000); in the data active means activation above about 19%;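 further: 0% = DMSO and 100% = reference agonist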
Target sequence (P37231 whole entry, looked up): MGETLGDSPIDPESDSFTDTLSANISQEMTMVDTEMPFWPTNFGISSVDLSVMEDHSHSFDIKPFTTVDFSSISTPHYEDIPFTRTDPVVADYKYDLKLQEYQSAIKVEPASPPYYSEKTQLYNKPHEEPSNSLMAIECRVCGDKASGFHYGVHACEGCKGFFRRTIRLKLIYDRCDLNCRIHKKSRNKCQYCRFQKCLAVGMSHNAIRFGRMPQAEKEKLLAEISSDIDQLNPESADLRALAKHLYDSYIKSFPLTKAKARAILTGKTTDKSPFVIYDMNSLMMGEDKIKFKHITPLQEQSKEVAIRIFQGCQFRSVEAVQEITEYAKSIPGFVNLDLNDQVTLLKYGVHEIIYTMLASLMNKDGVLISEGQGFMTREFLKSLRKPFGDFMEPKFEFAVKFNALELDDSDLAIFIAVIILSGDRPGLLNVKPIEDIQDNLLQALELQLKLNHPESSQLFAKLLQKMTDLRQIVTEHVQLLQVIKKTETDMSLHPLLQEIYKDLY
PPARg SRC2 recr: promotes SRC-2 coactivator recruitment by human PPARgamma | actives 0.34% (n = 200,000) | P37231 | activation, % at 8 µM | PPARgamma LBD-SRC-2 recruitment, biochemical; in the data active means activation above about 22%;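 further: 0% = vehicle and 100% = reference agonist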
PMI act satM6P: activators of human phosphomannose isomerase at near-saturating mannose 6-phosphate; P34949; coupled PMI enzyme assay, resazurin fluorescence, 20 min; hits give high values; 1 = untreated enzyme, 0 = substrate-free blank; activation factor at 20 µM; actives 0.34% (n = 190,000); AID 1216;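 active means activation factor of 2 or more at 20 µM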
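Material: human phosphomannose isomerase with PGI, G6PDH, diaphorase coupling enzymes / Reagent: Man-6-P substrate 1.0 mM / Dosing: single compound dose of 20 µM, 1% DMSO final / Incubation: enzyme reaction with compound 20 min at room temperature / Signal: resorufin fluorescence (Ex 544/Em 590 nm) from resazurin via diaphorase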
Diaph act CS: activates diaphorase or chemically reduces, flagging diaphorase assay artifacts; Diaphorase/resazurin coupled assay, resorufin fluorescence, 16 min; hits give high values; 1 = vehicle wells, 0 = NADH-free wells; activation factor at 20 µM; actives 0.005% (n = 190,000); AID 1229;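 active means diaphorase activity raised at least twofold by the compound at 20 µM; inactive means activation factor below 2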
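test system = bacterial diaphorase enzyme (C. kluyveri) | quantity = enzyme 0.07 U/mL final | reagent = NADH substrate 0.114 mM plus resazurin dye 0.1 mM, final | incubation = 16 min enzyme reaction, ambient temperature | buffer or medium = HEPES pH 7.4 buffer with MgCl2 and Tween 20 | signal = fluorescence of resorufin, 544 nm excitation, 590 nm emission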
G6PDH counter: counter-screen for G6PDH assay hits: L. mesenteroides G6PDH inhibition | AID 1020 | inhibition, % at 5 µM | Purified L. mesenteroides G6PDH, diaphorase/resazurin coupled fluorescence, 45 min | actives 0.12% (n = 200,000); in the data active means inhibition above about 50%
ROMK mod: human ROMK K+ channel modulation, primary screen; P48048; Tet-inducible ROMK, thallium flux fluorescence; actives lie on both sides; B-score at 10 µM; actives 2% (n = 130,000); AID 1918;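 active means signal ratio slope over the read window, or its plate-corrected B-score, at least 3 SD from the plate mean, either direction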;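 further: B-score of the F/F0 ratio slope over 7 to 12 s after thallium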
PPARg SRC-3 ag: promotes SRC-3 coactivator recruitment by human PPARgamma; P37231; activation, % at 8 µM; actives 0.26% (n = 200,000); biochemical PPARgamma/SRC-3 coactivator recruitment assay; in the data active means activation above about 23%;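 further: 0% = DMSO and 100% = reference agonist; some compounds past the cut are filed as inactive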
TR-FRET SRC-2 ct: flags TR-FRET format artefacts in PPARgamma SRC-2 recruitment agonist screen. actives 0.4% (n = 200,000). TR-FRET ratio at 8 µM. TR-FRET artefact counter-screen; hits give high values. AID 1049; in the data active means TR-FRET ratio above about 2000; further: inactives centre near 1500
* = called active by the depositor. Outcome played no part in choosing rows. About 3.3% of those tested had a hit in this group.

How did Cc1ccc(C(=O)Nc2ccc(O)cc2C(=O)O)cc1 do in these assays?
Diaph inh CS: 20.3; PMI act: 0.9; PPARg SRC-1 ag: 4.7; PPARg SRC2 recr: -2.7; PMI act satM6P: 0.9; Diaph act CS: 0.8; G6PDH counter: -1.8; ROMK mod: -0.432; PPARg SRC-3 ag: 7.5; TR-FRET SRC-2 ct: 1521

Results for Clc1ccccc1-c1ccc(/C=N/n2cnnc2)o1 ?
S1P3 antagonist: -72.0; Diaph inh CS: 17.6; PMI act: 1; PPARg SRC-1 ag: 1.6; PPARg SRC2 recr: 9.7; PMI act satM6P: 0.9; Diaph act CS: 0.8; G6PDH counter: -1.6; PPARg SRC-3 ag: 9.7; TR-FRET SRC-2 ct: 1455

What do the screens show for `COc1ccc(C(=O)N2c3ccccc3C=CC2C#N)cc1` (centres undefined)?
S1P3 antagonist: -7.4; Diaph inh CS: 18.1; PMI act: 0.9; PPARg SRC-1 ag: 4.5; PPARg SRC2 recr: 2.6; PMI act satM6P: 1; Diaph act CS: 0.8; G6PDH counter: 1.8; PPARg SRC-3 ag: -1.1; TR-FRET SRC-2 ct: 1643

Results for Cc1noc(C)c1S(=O)(=O)NCC(=O)O ?
S1P3 antagonist: -28.0; Diaph inh CS: 14.1; PMI act: 0.8; PPARg SRC-1 ag: 7.4; PPARg SRC2 recr: -0.2; PMI act satM6P: 0.8; Diaph act CS: 0.9; G6PDH counter: 17.4; PPARg SRC-3 ag: 9.2; TR-FRET SRC-2 ct: 1632

How did COc1ccc2[nH]c(C)c(CCN(Cc3cccs3)C(=S)Nc3cccc(F)c3)c2c1 do in these assays?
Diaph inh CS: 13.6; PMI act: 0.8; PPARg SRC-1 ag: 9.7; PPARg SRC2 recr: -8.7; PMI act satM6P: 0.8; Diaph act CS: 0.9; G6PDH counter: -20.0; PPARg SRC-3 ag: -7.3; TR-FRET SRC-2 ct: 1473

How did CCc1c(C)n2nc(C)cc2[nH]c1=O do in these assays?
S1P3 antagonist: 19.1; Diaph inh CS: 10.1; PMI act: 0.8; PPARg SRC-1 ag: 1.6; PPARg SRC2 recr: 3.2; PMI act satM6P: 0.9; Diaph act CS: 0.9; G6PDH counter: 4.2; PPARg SRC-3 ag: -1.1; TR-FRET SRC-2 ct: 1638

What do the screens show for `Cc1nnc(SCC(C)C)[nH]c1=O`?
S1P3 antagonist: -1.7; Diaph inh CS: 9.6; PMI act: 0.9; PPARg SRC-1 ag: 2.7; PPARg SRC2 recr: -8.8; PMI act satM6P: 0.9; Diaph act CS: 0.9; G6PDH counter: 12.1; PPARg SRC-3 ag: -9.0; TR-FRET SRC-2 ct: 1436

How did O=C(NCCCNCc1ccccc1)c1ccccn1 do in these assays?
S1P3 antagonist: -2.9; Diaph inh CS: 20.4; PMI act: 0.9; PPARg SRC-1 ag: 5.3; PPARg SRC2 recr: 3.9; PMI act satM6P: 0.9; Diaph act CS: 0.8; G6PDH counter: 15.2; ROMK mod: 1.67; PPARg SRC-3 ag: 1.1; TR-FRET SRC-2 ct: 1426

What do the screens show for `COC(CNC(=O)c1ccc(N2CCc3ccccc32)c([N+](=O)[O-])c1)OC`?
S1P3 antagonist: 5.1; Diaph inh CS: 9.3; PMI act: 1; PPARg SRC-1 ag: -2.0; PPARg SRC2 recr: -7.8; PMI act satM6P: 1; Diaph act CS: 0.9; G6PDH counter: -2.8; ROMK mod: -1.01; PPARg SRC-3 ag: -2.4; TR-FRET SRC-2 ct: 1601

What do the screens show for `COc1cc(C(=O)Nc2ccc(S(=O)(=O)Nc3cc(C)nc(C)n3)cc2)cc(OC)c1OC`?
S1P3 antagonist: -8.6; Diaph inh CS: -11.7; PMI act: 1.2; PPARg SRC-1 ag: -11.9; PPARg SRC2 recr: -0.3; PMI act satM6P: 1; Diaph act CS: 1.1; G6PDH counter: 3.9; ROMK mod: 0.168; PPARg SRC-3 ag: -1.6; TR-FRET SRC-2 ct: 1381

What do the screens show for `CCN1C(=O)/C(=c2\s/c(=C3\Sc4ccccc4N3C)c(=O)n2C)N(C)C1=S`?
S1P3 antagonist: -12.6; PPARg SRC-1 ag: 0.3; PPARg SRC2 recr: 4.9; G6PDH counter: 10.2; ROMK mod: 1.79; PPARg SRC-3 ag: 1.2; TR-FRET SRC-2 ct: 1586

What do the screens show for `Cn1c(=O)c2c(ncn2CC(O)CNc2ccc(Cl)cc2)n(C)c1=O` (centres undefined)?
S1P3 antagonist: -28.9; Diaph inh CS: 6.5; PMI act: 1; PPARg SRC-1 ag: -4.3; PPARg SRC2 recr: -10.2; PMI act satM6P: 1.1; Diaph act CS: 0.9; G6PDH counter: 8.6; ROMK mod: -0.00108; PPARg SRC-3 ag: -2.9; TR-FRET SRC-2 ct: 1625

Results for COc1cc(NC(=O)COc2ccc(-n3ccnc3)cc2)cc(OC)c1 ?
S1P3 antagonist: -7.2; Diaph inh CS: 1.5; PMI act: 0.9; PPARg SRC-1 ag: 5.1; PPARg SRC2 recr: 1.6; PMI act satM6P: 0.9; Diaph act CS: 1; G6PDH counter: 2.5; ROMK mod: -1.66; PPARg SRC-3 ag: -4.4; TR-FRET SRC-2 ct: 1688

Results for O=C(Nc1ccc(-c2nnc3n2CCCCC3)cc1)c1cnccn1 ?
Diaph inh CS: 8.4; PMI act: 0.9; PPARg SRC-1 ag: -0.3; PPARg SRC2 recr: 8.6; PMI act satM6P: 0.9; Diaph act CS: 0.9; G6PDH counter: -13.0; ROMK mod: 0.549; PPARg SRC-3 ag: -5.2; TR-FRET SRC-2 ct: 1771

Results for COc1ccc(C(=O)NCc2ccccn2)cc1 ?
Diaph inh CS: 8.1; PMI act: 1; PPARg SRC-1 ag: 4.8; PPARg SRC2 recr: 0.1; PMI act satM6P: 1.1; Diaph act CS: 0.9; G6PDH counter: 2.6; PPARg SRC-3 ag: -4.0; TR-FRET SRC-2 ct: 1668

Results for COC(=O)/C(=N/Nc1cccc(C)c1)N1CCCc2ccccc21 ?
S1P3 antagonist: 0.2; Diaph inh CS: 11.3; PMI act: 1.3; PPARg SRC-1 ag: 5.0; PPARg SRC2 recr: 6.1; PMI act satM6P: 1.8; Diaph act CS: 0.9; G6PDH counter: 0.1; PPARg SRC-3 ag: 6.9; TR-FRET SRC-2 ct: 1510

Results for CC(=O)C1=C(O)C(=O)N(CCc2ccccc2)C1c1ccccc1[N+](=O)[O-] (centres undefined) ?
S1P3 antagonist: 0.2; Diaph inh CS: 15.6; PMI act: 1; PPARg SRC-1 ag: 3.8; PPARg SRC2 recr: -1.4; PMI act satM6P: 0.9; Diaph act CS: 0.8; G6PDH counter: -1.6; ROMK mod: 0.387; PPARg SRC-3 ag: 2.4; TR-FRET SRC-2 ct: 1567

What do the screens show for `CCN(C(=O)CSc1nnc(C)n1-c1ccccc1)C1CCS(=O)(=O)C1` (centres undefined)?
S1P3 antagonist: -9.6; Diaph inh CS: 20.6; PMI act: 1; PPARg SRC-1 ag: 1.0; PPARg SRC2 recr: -5.3; PMI act satM6P: 0.9; Diaph act CS: 0.8; G6PDH counter: 6.5; ROMK mod: 0.102; PPARg SRC-3 ag: -2.1; TR-FRET SRC-2 ct: 1473

Results for COc1ccc(-c2n[nH]c(=S)n2C2CCCCC2)cc1 ?
S1P3 antagonist: 15.4; Diaph inh CS: 13.9; PMI act: 1; PPARg SRC-1 ag: 2.5; PPARg SRC2 recr: 6.6; PMI act satM6P: 1; Diaph act CS: 0.9; G6PDH counter: 1.2; PPARg SRC-3 ag: -5.5; TR-FRET SRC-2 ct: 1488

Results for COc1ccc(-c2nnc3ccc(SC)nn23)cc1 ?
S1P3 antagonist: 15.7; Diaph inh CS: 33.9; PMI act: 0.8; PPARg SRC-1 ag: 4.9; PPARg SRC2 recr: 2.9; PMI act satM6P: 0.9; Diaph act CS: 0.7; G6PDH counter: 2.4; ROMK mod: -0.379; PPARg SRC-3 ag: -8.1; TR-FRET SRC-2 ct: 1672

What do the screens show for `CCC(C)[C@@H](C(=O)Nc1ccc(OC)c(OC)c1)N1Cc2ccccc2C1=O` (some centres undefined)?
S1P3 antagonist: -32.5; Diaph inh CS: -4.5; PMI act: 1; PPARg SRC-1 ag: 4.4; PPARg SRC2 recr: 4.3; PMI act satM6P: 0.9; Diaph act CS: 1; G6PDH counter: 3.8; PPARg SRC-3 ag: 4.1; TR-FRET SRC-2 ct: 1576

What do the screens show for `CCc1c(C)nc2ccc(Br)cc2c1SCCC#N`?
S1P3 antagonist: 16.9; Diaph inh CS: 13.6; PMI act: 1.1; PPARg SRC-1 ag: 12.3; PPARg SRC2 recr: 17.7; PMI act satM6P: 1.1; Diaph act CS: 0.9; G6PDH counter: 6.4; ROMK mod: -1.66; PPARg SRC-3 ag: 5.1; TR-FRET SRC-2 ct: 1864

How did Cc1cc(C)cc(OC(=O)CCN2C(=O)C3C4C=CC(C5CC45)C3C2=O)c1 (centres undefined) do in these assays?
S1P3 antagonist: 0.6; Diaph inh CS: 26.4; PMI act: 0.8; PPARg SRC-1 ag: 5.1; PPARg SRC2 recr: -0.2; PMI act satM6P: 0.9; Diaph act CS: 0.7; G6PDH counter: 13.7; ROMK mod: -0.00237; PPARg SRC-3 ag: -0.4; TR-FRET SRC-2 ct: 1775

Results for COc1cccc(-c2nn(C)c3sc(C(=O)NCc4ccc(C)cc4)cc23)c1 ?
Diaph inh CS: 13.1; PMI act: 1; PPARg SRC-1 ag: 3.2; PPARg SRC2 recr: 3.0; PMI act satM6P: 1; Diaph act CS: 0.9; G6PDH counter: 2.3; ROMK mod: 1.35; PPARg SRC-3 ag: 8.6; TR-FRET SRC-2 ct: 1487

How did NC1=NC2(CCCCC2)N(c2cccc(Cl)c2)C(N)=N1 do in these assays?
Diaph inh CS: 13.2; PMI act: 1; PPARg SRC-1 ag: 1.9; PPARg SRC2 recr: -0.7; PMI act satM6P: 1; Diaph act CS: 0.9; G6PDH counter: 1.5; PPARg SRC-3 ag: 0.8; TR-FRET SRC-2 ct: 1407

Results for COC(=O)N/N=C(\C)c1ccc2ccccc2c1OC(F)F ?
S1P3 antagonist: 0.6; Diaph inh CS: 1.6; PMI act: 0.9; PPARg SRC-1 ag: 3.4; PPARg SRC2 recr: 0.4; PMI act satM6P: 0.9; Diaph act CS: 1; G6PDH counter: 1.2; ROMK mod: -0.3; PPARg SRC-3 ag: 7.3; TR-FRET SRC-2 ct: 1568
